Compound activity as filed in PubChem.
KB-3-1 cytotox: kills parental KB-3-1 adenocarcinoma cells. 400,000 compounds, 1.4% hits. Potency, µM (doses to about 46.1 µM), for the others: at the highest dose activity change, negative = cytotoxic, hits mostly cytotoxic. AID 1347075. KB-3-1 viability, CellTiter-Glo ATP luminescence, 72 h; further: potency means the concentration at half of the fitted maximal effect; on the % scale 0 is the no-effect control and ±100 the full control effect; nearly all actives have a fitted effect of over 60% in size
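72 h, 37 °C compound treatment of KB-3-1 parental cells; CellTiter-Glo added, 10 min, luminescence read. Data corrected against DMSO-only plates and normalized before curve fitting.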
KB-V1 cytotox: kills drug-selected multidrug resistant KB-V1 cells; 400,000 compounds, 3.4% hits; Potency, µM (top dose mostly 46.1 µM), inactives show at the highest dose activity change, negative = cytotoxicity, most hits filed as cytotoxic; KB-V1 MDR cells viability, CellTiter-Glo, 72 h; AID 1347076; further: potency means the concentration at half of the fitted maximal effect; on the % scale 0 is the no-effect control and ±100 the full control effect; nearly all actives have a fitted effect of over 60% in size
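Following 72 h at 37 degrees C with compound, KB-V1 cell viability was read by CellTiter-Glo luminescence, medium being phenol-red-free DMEM plus 10% FBS; concentration-response parameters came from normalized, curve-fitted qHTS data.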
D3 ag: agonists of human D3 dopamine receptor; P35462; D3R DiscoveRx beta-arrestin cells, luminescence, 90 min; max activation, %; 410,000 compounds, 0.58% hits; AID 652048; in the data active means max activation above about 30%; further: 0% is about no effect; mostly tested at two doses, the higher about 12 µM
Target sequence (P35462 whole entry, looked up): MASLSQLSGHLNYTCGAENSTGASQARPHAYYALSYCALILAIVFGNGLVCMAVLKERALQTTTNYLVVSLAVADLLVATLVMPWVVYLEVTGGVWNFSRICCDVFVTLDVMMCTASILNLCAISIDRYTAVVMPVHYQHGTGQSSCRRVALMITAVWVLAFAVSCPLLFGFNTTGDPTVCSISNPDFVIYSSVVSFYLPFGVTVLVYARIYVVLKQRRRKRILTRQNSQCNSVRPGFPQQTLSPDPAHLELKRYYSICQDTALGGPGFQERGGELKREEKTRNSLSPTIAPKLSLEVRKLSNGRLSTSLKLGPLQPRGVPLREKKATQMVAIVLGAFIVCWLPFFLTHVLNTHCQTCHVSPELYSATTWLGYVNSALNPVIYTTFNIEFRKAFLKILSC
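Agonist-mode cell screen: cells plated at 1500/well and incubated overnight at 37 °C, then exposed to library compounds for 90 min at 37 °C. Detection reagent was added for 30–60 min at room temperature, and luminescence was read.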
Starred values were filed as active, the others as inactive; u = inconclusive. Unless noted, the call rests on the fitted dose curve; in most records, active means well fitted cell-killing curve with a large enough effect; inconclusive means small, poorly fitted or top-dose-only effect, or effect the other way; inactive means flat fitted curve, though single readings scatter.

The line under a structure holds: D3 ag, KB-V1 cytotox, KB-3-1 cytotox
> O=C(CSc1nc(-c2ccco2)nc2cc(=O)[nH]n12)Nc1ccccc1Cl
 : 15, u, 2%
> COc1ccc(-c2nc3c(c(SCC(=O)N4CCCCC4)n2)Cc2cc(Cl)ccc2O3)cc1
 : -4, 0%, -4%
> CC1Cc2cc(S(=O)(=O)NCc3ccccc3Cl)ccc2N1C(=O)C1CCC1 (stereo not given)
 : 10, u, 23µM*
> COc1ccc(C(=O)NCCn2cc(SCC(=O)Nc3ccc(C)cc3)c3ccccc32)cc1
 : 22, -17%, -1%
> COc1ccc2[nH]cc(CCNC(=O)c3cnn(-c4ccc(C)cc4)c3C3CCN(C(=O)OC(C)(C)C)CC3)c2c1
 : -10, 7%, -23%
> CNC(=O)C1CCC(Cn2c(=O)c3sccc3n(CC(=O)NCc3ccc(OC)cc3)c2=O)CC1 (stereo not given)
 : -6, -10%, -3%
> CCOC(=O)c1c(C)oc2nc(C)nc(NCc3ccc(Cl)cc3)c12
 : -10, -7%, -13%
> COc1ccc(S(=O)(=O)Nc2ccc3c(c2)CCCN3S(=O)(=O)c2ccc(C)cc2)cc1F
 : 7, -18%, -9%
> CSc1ncc(C(=O)Nc2cccc(C)c2C)c(-c2ccccc2)n1
 : -4, -4%, 1%
> Cc1cc(NC(=O)Nc2csc3c2CCCC3)ccc1Br
 : -20, u, u
> CCOc1ccc(NC(=O)c2cnn3c2NC(C)=C(C(=O)Nc2ccc(Cl)cc2)C3c2ccc(OC)c(OC)c2)cc1 (stereo not given)
 : 0, 17%, -1%
> Cc1ccc(-c2onc(C)c2C)cc1S(=O)(=O)N1c2ccccc2CC1C (stereo not given)
 : -14, -27%, u
> COc1ccc(Cl)cc1S(=O)(=O)N1CCN(C(=O)c2cc(-c3ccc(Br)cc3)n[nH]2)CC1
 : 11, u, u
> Cc1ccc(-c2cc(C(F)(F)F)n3ncc(-c4ccccc4)c3n2)cc1
 : 3, 20%, 6%
> CCOc1ccccc1C(=O)Oc1c(Sc2ccccc2)c(C)nn1C(C)(C)C
 : -4, -7%, -15%
> Cc1cc(C)c(S(=O)(=O)Nc2ccc(-c3ccc(N4CCCCCC4)nn3)cc2)c(C)c1
 : 7, u, 0%
> COc1ccc(-c2csc3ncnc(Nc4cc(OC)cc(OC)c4)c23)cc1
 : 4, 3%, -14%
> COC(=O)c1scc(-c2ccc(C)cc2)c1S(=O)(=O)N1CCN(c2ccccc2F)CC1
 : -15, 2%, 5%
> Cc1ccc2onc(CNC(=O)N3CCN(c4cccc(C(F)(F)F)c4)CC3)c2c1
 : 8, 19%, 3%
> Cc1ccc(S(=O)(=O)N2CCCc3cc(NS(=O)(=O)c4cc(F)ccc4F)ccc32)cc1
 : 6, -15%, u
> CCOC(=O)c1c(C)oc2nc(C)nc(N(C)Cc3ccccc3)c12
 : 2, 8%, -8%
> CCOc1ccc(CNC(=O)Cn2nc(C)c3sc4ccccc4c3c2=O)cc1
 : -11, -1%, 9%
> CC(=O)Nc1ccc(C)cc1-c1nc2ccccc2n(CC(=O)c2ccc(C)c(C)c2)c1=O
 : 5, 1%, 9%
> CCOc1cc(CNC(=O)c2ccc3nc(CCc4ccccc4)oc3c2)ccc1OC
 : 0, 2%, 4%
> Cn1cnc2c(=O)oc3ccc(S(=O)(=O)Nc4ccc(F)cc4)cc3c21
 : -8, u, 12%
> O=S1(=O)c2ccccc2N(Cc2ccccc2Cl)c2ccccc21
 : -14, 2%, 1%
> CCCCC12CN3CC(C)(CN(C1)C3c1c[nH]c3ccccc13)C2=O (stereo not given)
 : 5, -2%, 10%
> Cc1ccc(CNCc2c(C(=O)O)c(C)n(Cc3ccc(C)cc3)c2C)cc1
 : 6, u, 2%
> CCCOc1ccc(C2c3c(-c4ccccc4O)n[nH]c3C(=O)N2CCCOCC)cc1OCC (stereo not given)
 : -5, u, -2%
> O=C(c1cnc(N2CCCCC2)c2ccccc12)N1CCN(c2ccc(Cl)cc2)CC1
 : 4, -15%, -6%
> CCC(=O)N1CCc2cc(Br)cc(S(=O)(=O)CCC(=O)NCc3ccc(C)cc3)c21
 : -5, 34%, 2%
> CCc1cccc(C)c1NC(=O)c1cn2c3c(ccc(Cl)c3c1=O)OC(C)C2 (stereo not given)
 : -3, 0%, 7%
> Cc1cc(C)cc(-n2ccnc(NCCc3ccccc3)c2=O)c1
 : 1, 2%, -2%
> COc1cc(OC)c(OC)cc1/C=C/c1nc2cc3ccccc3cc2c(=O)n1-c1ccc(F)c(Cl)c1
 : -15, -18%, u
> CCOc1ccc(S(=O)(=O)Nc2ccc3oc(C)c(C(=O)OCCOC)c3c2)cc1
 : -2, u, 5.8µM*
> Cc1cc(C)n(C(C)CC(=O)Nc2cccc(C#N)c2)n1 (stereo not given)
 : -9, 0%, 0%
> COc1ccc(C(=O)Nc2nc(-c3nnn(-c4ccc(F)cc4F)c3C)ns2)cc1
 : -16, u, -11%
> Cc1ccc(C)c(Cn2c(=O)n(-c3ccc(Cl)cc3)c(=O)c3c(C)c(C)sc32)c1
 : -2, 18%, 18%
> COc1ccc(Nc2nc3ccccc3c3nnc(C)n23)cc1Cl
 : 3, 10%, -7%
> O=C1CC(c2nc3ccccc3n2CCC2CCCCC2)CN1c1ccccc1Cl (stereo not given)
 : -8, u, -4%

Next section, starting with the last 5 of the part before.
The line under a structure holds: D3 ag, KB-V1 cytotox, KB-3-1 cytotox
> Cc1cc(C)n(C(C)CC(=O)Nc2cccc(C#N)c2)n1 (stereo not given)
 : -9, 0%, 0%
> COc1ccc(C(=O)Nc2nc(-c3nnn(-c4ccc(F)cc4F)c3C)ns2)cc1
 : -16, u, -11%
> Cc1ccc(C)c(Cn2c(=O)n(-c3ccc(Cl)cc3)c(=O)c3c(C)c(C)sc32)c1
 : -2, 18%, 18%
> COc1ccc(Nc2nc3ccccc3c3nnc(C)n23)cc1Cl
 : 3, 10%, -7%
> O=C1CC(c2nc3ccccc3n2CCC2CCCCC2)CN1c1ccccc1Cl (stereo not given)
 : -8, u, -4%
> Clc1cccc(N2CCN(c3nc4ccccc4c4nc(-c5cccnc5)nn34)CC2)c1
 : -6, 11%, -1%
> Cc1ccc(S(=O)(=O)Nc2cc3c(cc2NCc2ccccc2)n(C)c(=O)n3C)cc1
 : 2, -10%, 2%
> CC(C)CCN(Cc1ccco1)C(=O)Cn1ncc2c([nH]c3ccccc32)c1=O
 : 2, -37%, -6%
> Cc1ccc(-c2nc3n(n2)C(c2ccccc2Cl)C=C(c2ccc(Cl)cc2)N3)cc1 (stereo not given)
 : -8, 0%, 6%
> COc1ccc(NC(=O)CC2C(=O)N(c3cccc(OC)c3)C(=O)N2Cc2ccc3c(c2)OCO3)cc1 (stereo not given)
 : 7, -3%, -5%
> O=C1C(=O)N(C2CCN(S(=O)(=O)c3ccc(F)cc3)CC2)CCN1Cc1ccccc1
 : 1, 21%, 6%
> Cc1cccc(N2CCN(C(=O)c3cn(CC(C)C)c(=O)c4c3c3ccccc3n4C)CC2)c1C
 : 30*, -3%, 11%
> Cc1nn(C)c2c1c(C(F)(F)F)cc(=O)n2CC(=O)NC(C)(C)C
 : 18, -4%, -9%
> CCn1c(C(=O)Nc2cc(C)cc(C)c2)cc2sc(Cl)cc21
 : 7, u, 0%
> Cc1ccc(C)c(NC(=O)c2ccc3nc(CCc4ccccc4)oc3c2)c1
 : 7, 17%, -3%
> CCCn1c2ccccc2c2nnc(SCC(=O)Nc3cccc(C(C)=O)c3)nc21
 : 7, u, -12%
> Cc1ccc2[nH]c(CSc3nnc(NC(=O)COc4ccccc4F)s3)cc(=O)c2c1
 : -2, 21%, -12%
> CCc1ccc(CNC(=O)c2ccc(CS(=O)(=O)Cc3cccc(C)c3)o2)cc1
 : 4, -12%, -24%
> CCOC(=O)c1c(C)[nH]c(C)c1S(=O)(=O)NCC(=O)Nc1cccc(Cl)c1
 : -17, u, 9%
> CC(=O)Nc1ccc(NC(=O)CCc2nc3cccnc3n2Cc2cccs2)cc1
 : -2, -8%, 4%
> CCCN(Cc1cccs1)C(=O)Nc1ccc(Br)c(C)c1
 : -1, -27%, -4%
> CCOc1ccc(S(=O)(=O)c2cn(Cc3ccc(OC)cc3)c3ccc(F)cc3c2=O)cc1
 : 8, 8%, -10%
> Cc1ccc2nc(CNC(=O)c3ccccc3)[nH]c2c1
 : -12, 9%, 3%
> Cc1nn(Cc2ccccc2)c(C)c1NC(=O)c1cc(C(C)C)on1
 : -30, -29%, -13%
> CC(=O)N1c2ccc(S(=O)(=O)N3CCCCCC3)cc2CC1C(=O)NCc1ccc(Cl)cc1 (stereo not given)
 : 5, 3%, -8%

Five structures from above, ordered by SMILES length, descending:
The line under a structure holds: D3 ag, KB-V1 cytotox, KB-3-1 cytotox
> CCOc1ccc(S(=O)(=O)c2cn(Cc3ccc(OC)cc3)c3ccc(F)cc3c2=O)cc1
 : 8, 8%, -10%
> CC(C)CCN(Cc1ccco1)C(=O)Cn1ncc2c([nH]c3ccccc32)c1=O
 : 2, -37%, -6%
> Cc1ccc(C)c(NC(=O)c2ccc3nc(CCc4ccccc4)oc3c2)c1
 : 7, 17%, -3%
> Cc1nn(Cc2ccccc2)c(C)c1NC(=O)c1cc(C(C)C)on1
 : -30, -29%, -13%
> CCn1c(C(=O)Nc2cc(C)cc(C)c2)cc2sc(Cl)cc21
 : 7, u, 0%

(continued)
The line under a structure holds: D3 ag, KB-V1 cytotox, KB-3-1 cytotox
> COc1ccc(C(=O)COC(=O)c2cc(-c3cccs3)nc3ccccc23)cc1
 : 0, 6%, -4%
> CC(=O)c1cc(-c2ccc(F)cc2)n(CC(=O)NC(C)c2ccccc2)c1C (stereo not given)
 : 1, 6%, 3%
> CCOc1ccc(CNC(=O)CCS(=O)(=O)c2cc3c(cc2Cl)NC(=O)CO3)cc1OC
 : 6, -4%, 1%
> COc1ccc2c(C)c(CCC(=O)NCc3ccc(OC)c(OC)c3)c(=O)oc2c1
 : -5, -8%, -18%
> COc1ccc(-c2csc(=Nc3ccccc3)n2CCO)cc1F
 : 12, -8%, u
> Cc1ccc(C)c(NC(=O)N2CC=C(c3c[nH]c4ccccc34)CC2)c1
 : -26, 12%, 3%
> CCc1ccc(-n2nc(C)c3c(C(=O)Nc4cccc(C(F)(F)F)c4)cc(C)nc32)cc1
 : 19, u, 4%
> COc1cccc2cc(-c3nc(-c4cccs4)no3)c(=O)oc12
 : 1, 12%, 1%
> Cc1c(C(=O)Nc2ccccc2Br)oc2ccc(S(=O)(=O)N3CCCCCC3)cc12
 : -3, 0%, 3%
> Cc1ccc(-c2ccc(=O)n(CC(=O)Nc3ccc(C(C)C)cc3)n2)cc1
 : 1, 0%, 16%
> COc1cccc2cc(-c3nc(Nc4cccc(C)c4C)sc3C)c(=O)oc12
 : 23, -15%, -22%
> COc1ccc(C)cc1NC(=O)c1c(C(=O)Nc2cccc(C)c2C)sc2nc(C)cc(=O)n12
 : 2, u, -1%
> CCOC(=O)c1noc2nc(C)n(CC(=O)Nc3cc(Cl)ccc3OC)c(=O)c12
 : 11, 19%, -1%
> Cc1ccc(NC(=O)Cn2cc(S(=O)(=O)N3CCCC3)c(S(=O)(=O)N3CCCC3)c2)cc1C
 : 5, u, -11%
> COc1ccc(C2C(=O)N(C3CCCCC3)CC(=O)N2Cc2ccccc2Cl)cc1OC (stereo not given)
 : -24, -16%, 17%
> Oc1ccc(NCc2ccc(OCc3ccccc3Cl)cc2)cc1
 : -21, -11%, -3%
> COc1cccc(CNC(=O)CSc2ncc3c(n2)-c2cc(Cl)ccc2N(C)S3(=O)=O)c1
 : -11, 2%, -2%
> COc1ccc(CCNC(=O)Cn2c(=O)n(-c3cc(OC)c(OC)c(OC)c3)c(=O)c3ccccc32)cc1OC
 : -2, u, 9%
> Cc1ccc(CNC(=O)CSc2nnc(C)c3c(C)n(-c4ccccc4)nc23)cc1
 : -12, 10%, -4%
> CC1=C(C(=O)NCc2ccc(Cl)cc2)C2(CCCCCC2)OC1=O
 : -12, -20%, -4%
> COc1ccc(-c2cc(C(F)(F)F)n3nc(C(=O)Nc4sc5c(c4C(=O)OC(C)C)CCCC5)cc3n2)cc1OC
 : 5, 19%, u
> CCc1ccc(OCCSc2nc3ccccc3n2CC(=O)N2CCCCC2)cc1
 : 6, -22%, 2%
> COc1ccc(-c2nn(-c3ccc(F)cc3F)c3c2cnc2ccc(F)cc23)cc1
 : 2, 14%, 1%
> Cc1ccc(-c2nnc(SCC(=O)N3CCCc4ccccc43)o2)cc1
 : 8, -1%, 0%
> COc1ccc(C)cc1NC(=O)CSc1nc(=O)n(Cc2cccnc2)c2c1CCC2
 : -15, -16%, 6%
> Cc1cc(Nc2ccc(C)c(Cl)c2)n2nc(-c3ccccc3)nc2n1
 : -1, 30%, 5%
> CCN(c1cccc(C)c1)S(=O)(=O)c1cc2c(cc1C)n(C)c(=O)c(=O)n2C
 : 14, u, 9%

An excerpt. The share of hits here may be higher or lower than overall.
